High-throughput results: PubChem, Sanford-Burnham Center for Chemical Genomics
Rpn11 block: Rpn11 (human) deubiquitinase inhibition | 360,000 compounds, 0.59% hits | calls only at 20 µM | human 26S proteasome, Ub4-pepOG fluorescence polarization; 20S core pre-blocked with epoxomicin | O00487;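 active means inhibition at 20 µM, scaled to each plate's controls, above about 33%, limit read from the data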
SKN-1 inh: blocks SKN-1 activity in C. elegans | C. elegans VP596 Pgst-4::GFP/RFP ratio, acrylamide-induced, 24 h | inhibition, % at 21.8 µM | 360,000 compounds, 0.49% hits | AID 624304;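 active means interference check ratio from 0.5 to 1.5 plus GFP to RFP signal ratio inhibition reaching or exceeding a fixed threshold, cut at about 30% in these data, passing the limit was not always enough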; further: some compounds called inactive have numbers as strong as hits
MT1-MMP act inh: inhibitors of human MT1-MMP activation | 360,000 compounds, 0.061% hits | GFP/RFP ratio change, % at 20 µM | HT1080 RFP-PRO-GFP cells, GFP/RFP ratio fluorescence, overnight; percent of plate control window, DMSO zero;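 active means GFP/RFP ratio change of at least 30% with cell ATP level not reduced by more than half and red fluorescence within 50% of control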; further: strong numbers were not always called active
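Assay system: RFP-PRO-GFP reporter HT1080 cells; read-out basis: GFP/RFP fluorescence ratio; benchmarks: DMSO wells and RFP-L50D-GFP cells; doses: 20 µM single dose, 1% DMSO; schedule: overnight cell settling, then overnight compound exposure, 37 °C, 5% CO2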
LMPTP block: blocks human LMPTP phosphatase; 360,000 compounds, 0.22% hits; AID 651560; inhibition, % at 20 µM; recombinant LMPTP-A, OMFP fluorogenic substrate, fluorescence intensity;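 active means compounds that cut the enzyme signal by at least half of the control window in the single-dose screen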;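 further: plate controls were DMSO wells with enzyme plus substrate for no effect and substrate without enzyme for full effect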
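test system = LMPTP-A | amount = 0.625 nM LMPTP-A final | reagent = fluorogenic phosphatase substrate OMFP at 400 µM final | incubation = 50 min at room temperature | benchmarks = no-enzyme low control, uninhibited high control | medium = Bis-Tris pH 6.0, DTT, detergent | signal = fluorescence intensity of OMFP turnover product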
DNMT1 inh: inhibitors of human DNMT1; P26358; DNMT1 molecular beacon, Hinp1I cleavage, fluorescence; inhibition (reported as % activation of signal), % at 10 µM; 360,000 compounds, 0.83% hits; in the data active means inhibition above about 50%
Target sequence (P26358 504-1616 limits assumed): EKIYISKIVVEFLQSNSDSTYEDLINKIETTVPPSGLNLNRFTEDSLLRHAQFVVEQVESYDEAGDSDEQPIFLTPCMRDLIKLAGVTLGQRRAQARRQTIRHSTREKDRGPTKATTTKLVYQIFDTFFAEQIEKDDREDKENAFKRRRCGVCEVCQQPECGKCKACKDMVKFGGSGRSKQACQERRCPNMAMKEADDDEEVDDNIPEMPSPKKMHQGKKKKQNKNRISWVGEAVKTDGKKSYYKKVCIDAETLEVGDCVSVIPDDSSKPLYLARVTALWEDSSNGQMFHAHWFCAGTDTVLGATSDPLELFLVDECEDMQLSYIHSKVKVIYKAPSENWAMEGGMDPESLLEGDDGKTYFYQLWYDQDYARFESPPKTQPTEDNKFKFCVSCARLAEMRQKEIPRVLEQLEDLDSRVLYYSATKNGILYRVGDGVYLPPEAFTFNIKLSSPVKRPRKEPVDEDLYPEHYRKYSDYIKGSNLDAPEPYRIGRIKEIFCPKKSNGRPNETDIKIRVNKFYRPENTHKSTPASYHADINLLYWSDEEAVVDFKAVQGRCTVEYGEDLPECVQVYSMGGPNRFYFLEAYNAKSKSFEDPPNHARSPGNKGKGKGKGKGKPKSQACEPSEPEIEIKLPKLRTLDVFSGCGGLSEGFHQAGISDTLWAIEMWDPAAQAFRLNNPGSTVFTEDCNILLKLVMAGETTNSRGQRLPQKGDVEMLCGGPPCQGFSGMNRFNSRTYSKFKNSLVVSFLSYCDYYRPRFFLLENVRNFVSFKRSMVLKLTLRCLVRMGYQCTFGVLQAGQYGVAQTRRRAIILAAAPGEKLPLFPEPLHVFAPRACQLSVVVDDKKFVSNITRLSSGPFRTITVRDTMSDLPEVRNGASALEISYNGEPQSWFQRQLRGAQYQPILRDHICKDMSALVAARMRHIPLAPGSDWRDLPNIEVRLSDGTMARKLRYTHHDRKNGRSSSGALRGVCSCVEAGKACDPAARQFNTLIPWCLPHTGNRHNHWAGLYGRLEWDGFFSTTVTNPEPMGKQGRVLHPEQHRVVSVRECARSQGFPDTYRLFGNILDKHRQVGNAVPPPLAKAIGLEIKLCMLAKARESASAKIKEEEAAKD
SUMO1-SIM PPI: modulators of human SUMO1-mediated protein-protein interactions; inhibition, % at 20 µM; 360,000 compounds, 0.33% hits; AID 602429; SUMO1 binding to a labelled peptide, TR-FRET, 1 h; in the data active means inhibition above about 37%
NRP1-CendR mod: NRP-1/CendR interaction modulation; O14786; FAM-RPARPAR peptide binding to NRP-1, fluorescence polarization; inhibition, % at 25 µM; 360,000 compounds, 0.85% hits; AID 602438;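 active means inhibition or corrected inhibition above about 18%, plus a signal ratio from 0.5 to 1.5, limit read from the data, passing the limit was not always enough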; further: strong numbers were not always called active
NadD block: inhibitors of Staphylococcus aureus NadD | inhibition, % at 20 µM | 360,000 compounds, 0.78% hits | purified NadD enzyme, colorimetric absorbance read-out; in the data active means inhibition above about 26%; further: some compounds past the cut are filed as inactive
STEP block: inhibitors of human striatal-enriched phosphatase STEP; P54829; recombinant STEP, OMFP fluorogenic substrate, fluorescence; inhibition, % at 20 µM; 360,000 compounds, 0.25% hits; AID 588621;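 active means inhibition at 20 µM, scaled per plate between control wells, above about 37%, limit read from the data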;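 further: 0% = DMSO with enzyme and substrate and 100% = substrate only without enzyme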
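Assay system: isolated STEP enzyme. Buffer or medium: pH 6.0 Bis-Tris with DTT and Tween 20. Also added: fluorogenic phosphatase substrate OMFP at 25 µM final. Dosing: 20 µM, 1% DMSO. Timing: 20 min reaction, room temperature, in the dark. Measured by: fluorescence intensity, excitation 480 nm, emission 540 nm. Evaluation: normalized % inhibition.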
Scp-1 inhibitor: blocks human Scp-1 phosphatase activity. Q9GZU7. Recombinant Scp1, phosphopeptide, malachite green phosphate absorbance. inhibition, % at 20 µM. 340,000 compounds, 0.88% hits. AID 493091;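 active means inhibition above about 50% at 20 µM, limit read from the data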;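 further: plate controls were DMSO wells with enzyme for no effect and wells lacking enzyme for full effect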
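Test system: SCP-1 phosphatase catalytic domain, residues 76-261 | Compound dosing: One concentration, 20 µM, with 1.0% DMSO | Schedule: 45 min room-temperature reaction, 5 min colour, 30 min stabiliser | Detection: Absorbance at 630 nm | Read-out basis: % inhibition of SCP-1 phosphate liberation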
* hit, by the source's call; i = inactive; nt = not tested or not shown.

Preview:
SMILES	Rpn11 block	SKN-1 inh	MT1-MMP act inh	LMPTP block	DNMT1 inh	SUMO1-SIM PPI	NRP1-CendR mod	NadD block	STEP block	Scp-1 inhibitor
Cc1ccc(CC(CC(=O)NCCc2ccc3c(c2)OCO3)C(=O)O)cc1 (stereo not given)	i	-5	0	-1.3	3	5	2	-5	1	-9
CCCS(=O)(=O)c1nc(S(=O)(=O)c2ccc(C)cc2)c(N2CCN(CC)CC2)s1	i	4	-6	-1.0	2	-4	8	-8	2	-3

All compounds of this part, repeating the preview:
SMILES	Rpn11 block	SKN-1 inh	MT1-MMP act inh	LMPTP block	DNMT1 inh	SUMO1-SIM PPI	NRP1-CendR mod	NadD block	STEP block	Scp-1 inhibitor
Cc1ccc(CC(CC(=O)NCCc2ccc3c(c2)OCO3)C(=O)O)cc1 (stereo not given)	i	-5	0	-1.3	3	5	2	-5	1	-9
CCCS(=O)(=O)c1nc(S(=O)(=O)c2ccc(C)cc2)c(N2CCN(CC)CC2)s1	i	4	-6	-1.0	2	-4	8	-8	2	-3
CN(C(=O)c1ccc2nc(N)sc2c1)c1ccccc1	i	-12	2	-2.2	0	0	2	-5	-3	-3
CCc1nc2c(OCCn3cccc3)cccn2c1N(C)C(=O)c1ccco1	i	-8	-3	-0.1	-2	0	-14	5	2	nt
CCOC(=S)SCC(=O)Nc1ncc(C)s1	i	-1	0	-0.9	12	-3	12	-10	-2	-6
CCCCN(C)CCNC(=O)CCNC(=O)Cn1ccc2ccccc2c1=O	i	-19	1	1.9	4	0	13	-3	1	-17
CCOC(=O)c1cnc(-n2nc(C)cc2C)nc1NNc1nc(C)cc(C)n1	i	-2	0	-0.6	1	-2	-8	-1	-2	-15
COc1ccc(NCc2nnc(SCC(=O)Nc3ccccc3OC)o2)cc1	i	13	0	-0.4	-8	-5	-8	0	1	-8
C[C@H](O)CNC(=O)c1[nH]cnc1C(=O)Nc1cccc(Cl)c1	i	-9	0	-0.6	3	4	0	4	-1	nt
O=C(COc1ccc2ccccc2c1)Nc1cccnc1Cl	i	0	1	-0.2	6	-1	6	2	0	-4
COc1ccc(/C=N/NC(=O)CSc2ccccc2)cc1OC	i	10	2	-0.7	5	-7	3	-2	-2	-2
COc1ccc(C(=S)N2CCCC2)cc1	i	8	-3	-1.4	1	1	-1	-1	0	8
CN(c1ccccc1C(=O)N1CCCC1)S(C)(=O)=O	i	31	1	0.4	1	2	-5	4	-9	-6
Cc1ccc(C2=[N+]([O-])C(C)(C)CC2)cc1	i	-1	-6	0.4	3	-2	5	0	-1	-1
CC(C)(C)OC(=O)N1CCC(CNC(=O)Nc2ccccc2)CC1	i	8	6	-1.2	-1	0	-1	-1	-1	1
CCN(Cc1ccc(OC)c(COC)c1)CC1CCCN(CCc2cccc(OC)c2)C1 (stereo not given)	i	4	3	-1.8	-3	2	-2	-7	-2	4
Cc1cc(Br)cn2c(Cc3ccsc3)c(-c3ccco3)nc12	i	-2	-4	6.5	52*	8	-82	23	1	nt
CC(=O)Nc1c(-c2ccccc2)nc2cc(C)ccn12	i	-3	2	-0.5	-1	5	14	-2	-2	-6
COc1cccc(C#Cc2ccc3c(c2)O[C@H](CN(C)S(=O)(=O)c2ccccc2F)[C@H](C)CN([C@H](C)CO)S3(=O)=O)c1	i	14	-4	0.0	-4	-5	3	5	0	nt
CCOC(=O)C1=C(C)NC(=O)NC1c1ccoc1 (stereo not given)	i	6	-2	-1.2	-3	-2	-1	4	-2	-3
CCn1c(=O)c2cc(C(=O)NCCN(C)C)sc2c2ccccc21	i	-17	5	-0.6	3	-16	2	-8	-1	0
CS(=O)(=O)N1CCCC(C(=O)Nc2cccc(F)c2)C1 (stereo not given)	i	-6	0	-2.1	8	0	-9	-1	-1	3
Cc1nc([N+](=O)[O-])c(C(=O)O)n1C	i	-2	-4	-1.1	0	-1	1	-5	0	-3
COc1cccc(Nc2nc(CC(C)=O)ns2)c1	i	-4	5	-0.2	-2	3	1	-1	-2	-4
CN(CC(=O)Nc1ccccc1Cl)C(=O)CSc1ncc(C(F)(F)F)cc1Cl	i	15	-2	-0.1	0	4	-8	-11	-4	-9
CCOc1ccc(S(=O)(=O)n2c(C)nc3ccccc32)cc1	i	10	4	-2.2	5	5	0	2	-3	0
CCOc1ccc(Cl)cc1C(c1c(C)[nH][nH]c1=O)c1c(C)[nH][nH]c1=O	i	-4	0	0.0	-6	9	-4	-2	-1	-6
COc1ccccc1/C=C/CN1CCCC(CO)(CCc2ccccc2)C1 (stereo not given)	i	0	-2	0.4	5	-1	-1	-4	2	0
O=C(O)CCC1=C2c3ccccc3CCN2C(=O)CC1	i	1	-2	-0.8	-2	2	11	1	1	0
CCc1cc(CNC(=O)CCc2nnc(Cc3cccc(C)c3)o2)on1	i	1	2	-1.7	0	0	1	-7	2	-2
O=C(N/N=C/c1ccc(O)c(O)c1)c1ccc(-n2cnnn2)cc1	i	7	2	2.6	5	-11	13	1	-1	48
COC(=O)C1=CN(c2ccc(OC)cc2OC)C(N)=C(C#N)C1c1ccc(OC)cc1 (stereo not given)	nt	9	6	0.8	nt	-3	9	nt	nt	nt
CCN(C(=O)COC(=O)c1ccc(Cl)c(N)c1)C1CCS(=O)(=O)C1 (stereo not given)	i	1	4	0.8	0	-2	-3	7	0	-26
CC(C)C[C@H](NC(=O)C1(c2ccccc2)CCN(C(=O)[C@H]2CSCN2C(=O)OC(C)(C)C)CC1)C(=O)O	i	10	-2	-2.1	-2	-3	2	4	-1	6
CCn1c(CCCCc2n[nH]c(=S)n2CC)n[nH]c1=S	i	-4	-1	-6.7	0	-8	-6	3	-3	9
Cc1ccc(O)c(C(=O)CC(=O)c2cccc(F)c2)c1	i	2	-2	1.6	-3	-4	4	4	2	-10
COc1ccc2sc(-c3ccc(N(C)C)cc3)c(-c3ccc4cc[nH]c4c3)c2c1	i	-4	-4	2.7	-32	-5	2	28	-3	1
Cc1ccc(NC(=O)[C@@H]2CCCN2S(=O)(=O)c2ccccc2C(F)(F)F)cc1S(=O)(=O)N1CCOCC1	i	1	-1	-2.9	-4	0	2	-5	-2	1
O=C1OC[C@H]2CCCN2C(=O)[C@@H](CC(=O)N(CCO)Cc2ccccc2)C/C=C\C[C@@H]1Cc1ccc(F)cc1	i	3	2	0.5	-1	5	14	-3	0	-4
CC1(C)NC(=O)N(CC(=O)Nc2nc(-c3ccc(F)cc3)cs2)C1=O	i	10	3	-0.8	-1	2	-8	-1	0	-11
Cc1ccc(NC(=O)NC2CCN(CC(=O)Nc3nccs3)CC2)cc1	i	9	2	-0.8	1	-1	-3	-1	3	-7
NC(=O)c1cc(S(=O)(=O)N2CCCC2)ccc1OCCOc1ccccc1F	i	12	-14	0.1	-2	9	3	-3	-1	-3
O=C(Nc1cccc(S(=O)(=O)N2CCCCCC2)c1)c1ccc(=O)[nH]c1	i	9	3	-0.5	2	13	9	0	-1	-9
CC(C)(C)c1ccc(C(=O)CC(=O)c2cc(Cl)ccc2O)cc1	i	-21	0	1.5	10	6	-6	3	0	-14
COc1ccc(NC(=S)NC(NC(=O)c2ccccc2Cl)C(Cl)(Cl)Cl)c([N+](=O)[O-])c1 (stereo not given)	i	3	11	1.6	-5	-21	2	7	-1	-9
COC(=O)c1ccc(Cn2c(C)c(C(=O)NCc3ccc(Cl)c(Cl)c3)sc2=O)o1	i	3	6	0.8	-9	2	7	-1	-1	nt
Cc1cc(-c2nnc(SCc3cccnc3)o2)no1	i	1	-1	-0.1	3	-1	-4	0	-2	-9
CCOC(=O)Cc1csc(NC(=O)COC(=O)/C=C/c2ccc(OC)cc2)n1	i	-3	9	-1.0	-4	-6	4	-7	-1	5
CCO[C@@H]1OC(C(=O)N2CCN(C)CC2)=C[C@H](c2coc3ccccc3c2=O)[C@H]1CCCO	i	-3	-5	0.0	0	1	-7	3	5	-2
O=C(COc1cccc(F)c1)N1c2ccccc2Sc2ccccc21	i	13	0	0.7	-3	-1	7	-2	0	-2
COC(=O)C(CC(C)C)NC(=O)C(N)Cc1ccccc1 (stereo not given)	i	-9	-1	-2.7	1	0	8	-3	-1	-5
O=c1cc(CN2CCOCC2)c2cc(Cl)ccc2o1	i	9	0	-0.9	0	-1	-4	-1	1	-16
Fc1ccc(Sc2ccccc2CNC2=NCCN2)cc1	i	8	-10	-0.3	4	4	4	4	-5	52*
CCCNC(=O)Nc1nccs1	i	-15	-3	-1.5	2	-3	-1	-3	-1	-2
CCOC(=O)NC(Nc1cc(C)ccn1)(C(F)(F)F)C(F)(F)F	i	-12	-1	2.1	5	-4	5	0	-5	4
CN(C(=O)CS(=O)(=O)c1cn(CC(=O)N2CCCC2)c2ccccc12)c1ccccc1	i	-16	-3	-0.9	2	0	0	1	-1	6
Cc1ccc([C@@H]2[C@@H]3C(=O)N(C)C(=O)[C@@H]3[C@]3(Cc4ccccc4)C(=O)N(Cc4ccccc4)CC(=O)N23)o1	i	22	0	0.1	-1	0	7	4	1	5
CN1CCC(OC(=O)COc2ccccc2)CC1	i	18	4	-1.1	5	-5	0	-3	-1	1
Cc1cccc(N/C(N)=N/c2nc(C)cc(C)n2)c1	i	-5	-8	-1.5	-4	0	14	0	-3	2
COCC1CCCCN1C(=O)c1cccc(OC2CCN(S(C)(=O)=O)CC2)c1 (stereo not given)	i	-7	-2	-2.5	6	-2	5	-9	0	3

Next compounds
SMILES	Rpn11 block	SKN-1 inh	MT1-MMP act inh	LMPTP block	DNMT1 inh	SUMO1-SIM PPI	NRP1-CendR mod	NadD block	STEP block	Scp-1 inhibitor
CNS(=O)(=O)c1cccc(C(=O)OCC(=O)c2ccc[nH]2)c1	i	3	-2	30	36	7	-1	6	4	43
CCCCNC(=O)COC(=O)c1ccc(Cl)c(S(=O)(=O)N2CCCC2)c1	i	-4	-4	3.0	9	1	-7	-2	6	41
COc1ccc(-n2c(C)cc(C(=O)CCl)c2C)cc1	i	5	-3	0.2	15	1	-21	-3	2	-6
c1ccc(N2CCOCCOCCOCCOCCOCC2)cc1	i	-6	3	-1.4	-1	1	-8	-6	1	-3
COc1ccc(NC(=O)c2cccc(OC(F)F)c2)cc1Cl	i	9	4	0.3	-8	1	6	-5	-1	-11
O=C(c1ccco1)N1CCCN(Cc2cn[nH]c2-c2ccc(-c3ccccc3)cc2)CC1	i	-11	1	-0.3	-5	2	3	-1	-1	-4
CC(C)n1ncc2c(C(=O)O)cc(C3CC3)nc21	i	9	3	-2.3	-2	4	-9	-5	-2	-12
